Screening data: PubChem, National Center for Advancing Translational Sciences (NCATS)
KCNH2 WT inh – blocks the wildtype human KCNH2 potassium channel; activity change, % at 1.84 µM; U2OS, BacMam KCNH2, thallium flux FluxOr; stronger effect = lower value; hit rate 0.37% among 340,000; AID 720551;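 active = maximum activity change below -70%; inconclusive = maximum activity change between -70% and -50%; inactive = maximum activity change above -50%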; note: % is set by controls: 0 for no effect and ±100 for the full control effect
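U2OS cells transduced with wild-type KCNH2 virus are loaded with FluxOr dye for 45 min, and thallium flux is measured in kinetic reads before and after stimulation buffer. Rate constants are normalized to DMSO controls.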
TSHR antagonist – blocks TSH signaling through the human TSH receptor; P16473; TSHR-expressing cells, TSH-stimulated cAMP HTRF, 2 h; stronger effect = lower value; activity change, negative = inhibition, % at 11.5 µM; hit rate 0.2% among 330,000; AID 504810;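 active = activity change below a set negative limit, meaning inhibition stronger than a set level, cut at about -70% in these data; inconclusive = activity change between two set negative limits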; note: % is set by controls: 0 for no effect and ±100 for the full control effect
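TSHR-expressing cells were treated with compounds, then stimulated with TSH at EC80 (4nM final) for 2 hours at 37 deg C. Cellular cAMP was measured by HTRF competition between lysate cAMP and cAMP-d2 for a cryptate-labelled anti-cAMP antibody.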
A-T KAP1 phos – candidate therapy for ataxia-telangiectasia; […] A-T fibroblasts, KAP-1 phosphorylation AlphaLISA; neocarzinostatin DNA damage 30 min before lysis; Potency, µM (doses to about 57.5 µM), inactives show top-dose activation, hits mostly activators; hit rate 0.19% among 320,000; note: potency is the fitted concentration of half-maximal effect; % of control where 0% means no effect; nearly all actives have a fitted effect of over 45% in size
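hTERT-immortalized A-T patient fibroblasts ([…]), 500 cells/well in OPTI-MEM, 1% FBS, got compounds for 60 min, then NCS for 30 min at 37C. Lysates were then assayed for phospho-KAP-1 by AlphaLISA (anti-pKAP1 donor, anti-KAP1 acceptor beads), 6 hr at 25C.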
ELG1 repair inh – inhibitors of ELG1-dependent DNA repair in HEK293T cells; Potency, µM (titrated, usually from 46.1 µM), for the others: at the highest dose activity change, negative = inhibition, actives largely listed as inhibitors; HEK293T ELG1-luciferase reporter, luminescence, 16 h; DNA damage induced by 5-fluorouridine; hit rate 2.3% among 330,000; note: potency is the fitted concentration of half-maximal effect; % is set by controls: 0 for no effect and ±100 for the full control effect; nearly all actives have a fitted effect of over 55% in size
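DMSO vehicle served as the neutral condition. Each well held 2,000 cells given 5-fluorouridine plus compound; after 16 hr at 37 °C/5% CO2, ONE-Glo was added and luciferase measured 30 min later.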
TRPV1 agonist – agonists of human vanilloid receptor 1 (TRPV1). TRPV1-expressing cells, Fluo-8 calcium influx, agonist mode. activation, % at 8.33 µM. hit rate 0.19% among 320,000. Q8NER1; in the data active = activation above about 80%; inconclusive = between about 30% and that limit; note: 0% is about no effect
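Fluo-8 calcium influx in TRPV1-expressing cells, kinetic read (ex 480/em 520 nm). Compound added and read 3 min for agonist activity, followed by capsaicin at EC20 final and 2 min further read for enhancement.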
Eya2 phos inh – Eya2 (human) phosphatase inhibition; O00167; recombinant Eya2, OMFP fluorescence dephosphorylation (OMFP is methylfluorescein phosphate); Potency, µM (highest dose often 76.9 µM), for inactives: top-dose activity, negative = inhibition, hits mostly inhibitors; hit rate 0.006% among 330,000; note: potency is the fitted concentration of half-maximal effect; % is set by controls: 0 for no effect and ±100 for the full control effect
Target sequence (O00167 whole entry, looked up): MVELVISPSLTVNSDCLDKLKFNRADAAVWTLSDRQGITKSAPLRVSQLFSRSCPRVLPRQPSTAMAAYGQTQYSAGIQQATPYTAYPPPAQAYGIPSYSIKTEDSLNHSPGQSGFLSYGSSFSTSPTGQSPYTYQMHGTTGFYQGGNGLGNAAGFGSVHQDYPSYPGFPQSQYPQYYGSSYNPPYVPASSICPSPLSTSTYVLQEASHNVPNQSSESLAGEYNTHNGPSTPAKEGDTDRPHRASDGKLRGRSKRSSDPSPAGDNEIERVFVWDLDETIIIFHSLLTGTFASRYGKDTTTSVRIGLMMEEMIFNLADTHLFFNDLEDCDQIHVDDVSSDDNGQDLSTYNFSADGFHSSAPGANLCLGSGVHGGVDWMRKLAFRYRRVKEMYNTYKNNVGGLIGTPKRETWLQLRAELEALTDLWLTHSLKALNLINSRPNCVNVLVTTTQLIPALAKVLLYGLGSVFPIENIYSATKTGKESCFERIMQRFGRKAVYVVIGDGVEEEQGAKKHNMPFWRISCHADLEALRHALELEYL
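Eya2 protein (added as 0.2 uM solution) was preincubated with compound for 10 min at ambient temperature in 50 mM HEPES pH 7.5, 50 mM NaCl, 5 uM MgCl2, 0.05% BSA, 1 mM DTT. OMFP (added at 50 uM) then reacted 10 min; fluorescence read at 485/525 nm.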
KCNH2 3.1 block – inhibitors of human KCNH2 3.1 potassium channel isoform | U2OS KCNH2 3.1, thallium flux FluxOr; stronger effect = lower value | activity change, % (tested at about 1.8 µM) | hit rate 0.95% among 340,000;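 active = maximum activity change below -70%; inconclusive = maximum activity change from -70% to -50%; inactive = maximum activity change above -50%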;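 note: thallium influx rate constant from kinetic fluorescence after stimulation buffer; % is set by controls: 0 for no effect and ±100 for the full control effect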
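FluxOr-based Tl+ influx in U2OS cells transduced with KCNH2 3.1 virus; rate constants normalized to DMSO controls.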
TCR act – activators of T cell receptors | primary human leukocytes, anti-CD3, IL-2 HTRF, 48 h | Potency, µM (doses to about 9.22 µM), for the others: top-dose activation of IL-2 secretion, usual class: activators | 330,000 tested, under 10 active; note: % of control where 0% means no effect
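Primary human leukocytes incubated 48 hr with anti-CD3 beads plus compound, without co-stimulation. Secreted IL-2 measured by HTRF (europium cryptate/d2 anti-IL-2 pair, 320 nm excitation, 665 nm emission).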
Mito fusion act – mitochondrial division inhibition or fusion activation; S. cerevisiae fusion-defective mutant growth rescue, CellTiterGlo 48 h; Potency, µM (titrated, usually from 46.1 µM), for inactives: top-dose growth rescue (activation), hits mostly activators; hit rate 0.23% among 320,000;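 note: potency is the fitted concentration of half-maximal effect; % of control where 0% means no effect; nearly all actives have a fitted effect of over 45% in size; temperature-sensitive fusion mutants such as fzo1-1 at 37 °C on non-fermentable ethanol glycerol medium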
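Growth-rescue viability read-out: after 48 h at the non-permissive 37C in glycerol/ethanol YPEG, yeast mitochondrial fusion mutants are measured by CellTiterGlo luminescence; compounds (23 nl pinned per well) restoring growth score as division inhibitors or fusion activators.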
USP2a block – inhibitors of human ubiquitin-specific protease USP2a; USP2 core, Ub-CHOP2 coupled fluorogenic reporter, 485/531; Potency, µM (doses to about 38.3 µM), for inactives: top-dose activity change, negative = inhibition, hits mostly inhibitors; hit rate 0.01% among 330,000; AID 463254;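 note: potency is the fitted concentration of half-maximal effect; plate controls were DMSO wells for no effect and full inhibition by NEM control for full effect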
Target sequence (O75604 whole entry, looked up): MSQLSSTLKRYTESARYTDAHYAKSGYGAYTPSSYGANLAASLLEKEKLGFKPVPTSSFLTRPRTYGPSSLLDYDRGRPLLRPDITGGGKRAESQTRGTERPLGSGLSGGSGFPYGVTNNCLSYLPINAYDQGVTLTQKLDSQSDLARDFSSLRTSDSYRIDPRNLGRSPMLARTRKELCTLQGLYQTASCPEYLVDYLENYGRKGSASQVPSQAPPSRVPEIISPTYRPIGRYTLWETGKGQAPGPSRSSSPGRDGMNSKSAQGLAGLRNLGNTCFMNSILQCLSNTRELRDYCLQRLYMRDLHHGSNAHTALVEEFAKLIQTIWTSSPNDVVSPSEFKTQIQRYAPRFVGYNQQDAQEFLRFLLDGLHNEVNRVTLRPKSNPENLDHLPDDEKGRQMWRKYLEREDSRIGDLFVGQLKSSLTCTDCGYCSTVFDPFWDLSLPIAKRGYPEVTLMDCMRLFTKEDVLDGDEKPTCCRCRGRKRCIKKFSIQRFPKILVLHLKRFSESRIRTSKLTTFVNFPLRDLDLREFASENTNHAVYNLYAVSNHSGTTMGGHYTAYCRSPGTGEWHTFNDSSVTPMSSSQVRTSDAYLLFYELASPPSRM
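USP2 core (10nM final) preincubated 30min RT with compound in 20mM Tris-HCl pH 8.0, 2mM CaCl2, 2mM beta-mercaptoethanol, 0.05% CHAPS; 25nM Ub-CHOP2 plus 25nM reporter substrate added, fluorescence (Ex485/Em531) read after 60min.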
* hit, by the source's call; ? = inconclusive; . = not tested or not shown; [ ] = another dose, or the depositor's remark. Unless noted, calls come from the whole dose curve; as a rule, active = well fitted curve in the direction sought with a large enough effect; inconclusive = small, poorly fitted or top-dose-only effect, or another doubt; inactive = no such curve, though single readings can be large; an effect the other way counts as inactive or inconclusive. Some of the compounds tested; count on the stated rates, not on these rows.

SMILES	KCNH2 WT inh	TSHR antagonist	A-T KAP1 phos	ELG1 repair inh	TRPV1 agonist	Eya2 phos inh	KCNH2 3.1 block	TCR act	Mito fusion act	USP2a block
O=C(Nc1ccc2nc(-c3cccnc3)[nH]c2c1)C1CCCCC1	9.8	9.0	-2.5%	-12.5%	0.7	2.6%	14.3	3.5%[46.1 µM]	-1.4%	0.8%
C=CCn1c(COc2ccc(OC)cc2)nnc1SCn1nnc2ccccc2c1=O	-0.4	10.9	-7.0%	-8.0%	0.4	-2.6%	12.1	-4.8%[46.1 µM]	9.0%	-1.0%
COc1ccc(-c2nc(CS(=O)(=O)CC(=O)NCCCc3ccccc3)c(C)o2)cc1	3.7	0.9	-1.9%	?	26.2	-9.9%	9.6	14.6%	1.9%	-0.2%
COc1ccc(/C=N/NC(=O)Cn2c(Cc3ccc(OC)c(OC)c3)nc3ccccc32)cc1OC	0.5	14.2	5.6%	-20.8%	-3.2	1.6%	2.8	-6.8%[46.1 µM]	-5.5%	1.1%
COc1cc([N+](=O)[O-])ccc1NC(=O)CCCOc1ccc(C)cc1	-6.3	12.5	2.4%	-16.1%	20.1	-10.0%	-4.8	-2.0%	-2.8%	-1.2%
Cc1cccc2cc(CN(CC3CCCO3)C(=O)c3cccs3)c(=O)[nH]c12 (configuration not stated)	6.9	8.6	1.9%	14.3%	-1.6	3.7%	-6.4	-4.2%	1.1%	2.0%
Cc1ccc(CN2CCN(/N=C/c3ccc(C)s3)CC2)c(C)c1	-5.4	-9.1	4.0%	2.0%	2.6	-0.7%	-22.6	3.1%[46.1 µM]	12.9%	5.1%
CC(CCc1ccc(O)cc1)NCc1ccc(Cl)cc1Cl (configuration not stated)	33.4	-9.4	2.0%	-5.6%	5.6	-24.4%	?	.	-7.9%	5.0%
C=CCn1c(SCC(=O)Nc2cc(C)on2)nnc1C1COc2ccccc2O1 (configuration not stated)	6.4	11.6	4.1%	?	8.5	-5.2%	-18.8	-0.1%	-9.7%	1.1%
COc1cccc(CNC(=O)c2cc(=O)[nH]c3ccc(S(=O)(=O)N4CCOCC4)cc23)c1	-20.6	14.2	5.9%	?	-3.7	-15.1%	11.4	.	-3.4%	0.9%
CSc1ccc(CNCC2CCCO2)cc1 (configuration not stated)	4.6	2.8	-12.2%	?	-1.9	4.6%	11.4	-5.4%	-1.4%	0.7%
CC(=O)c1c(COC(=O)c2ccc(Cl)cc2)nc2ccccc2[n+]1[O-]	10.0	-3.8	10.1%	-2.2%	5.6	5.9%	0.6	-3.1%	1.1%	8.3%
COc1cccc(CC(=O)NC2CCSc3ccccc32)c1 (configuration not stated)	-5.2	-7.1	-3.1%	-5.1%	19.4	0.3%	-20.0	0.2%	6.7%	-0.2%
COc1cc(C(=O)NCCc2cn3ccccc3n2)cc(OC)c1OC	-1.8	-0.7	-1.7%	-13.6%	3.4	-30.4%	10.4	-3.1%	1.3%	-9.6%
CN(C(=O)c1ccc(Br)o1)C1(C)CCS(=O)(=O)C1 (configuration not stated)	-10.6	5.1	5.5%	-2.3%	-1.9	-0.1%	-9.0	-1.4%	0.6%	0.0%
C=CCN1C(=O)C2C(C(=O)NC3CCCC3)C3(C)C=CC2(O3)C1C(=O)NC1CCCC1 (configuration not stated)	-8.5	-1.8	-0.1%	17.2%	-0.3	2.5%	4.4	-1.7%	-5.0%	2.6%
COC(=O)c1ccccc1NC(=O)c1ccc(NC(=O)C2CCCO2)cc1 (configuration not stated)	-3.6	-5.3	20.7%	?	2.9	4.8%	4.6	-5.1%	4.7%	-0.5%
O=C1CCCN1C(=O)CSc1nnnn1-c1cccc(F)c1	-2.7	1.6	8.1%	5.5%	.	8.3%	-10.6	-22.2%	.	-1.2%
O=C(Oc1ccc(OC(=O)c2ccco2)c(S(=O)(=O)c2ccc(Br)cc2)c1)c1ccco1	1.9	23.6	-7.4%	-2.4%	-11.2	6.1%	-3.0	-2.7%	-1.9%	-9.3%
COc1ccc(CNC(=O)C(c2ccco2)N(C(=O)c2snc(C(N)=O)c2N)c2ccccc2OC)cc1 (configuration not stated)	-15.3	-42.1	6.3%	-9.6%	5.6	-1.4%	10.6	2.2%	-5.6%	-0.8%
COc1ccc(Cl)cc1CN1CCN(c2nc(C)cc(C)c2C#N)CC1	-3.2	-10.2	15.7%	-10.2%	-1.5	-16.2%	-33.7	3.4%	21.6%	0.8%
Cc1ccc(Nc2nc(NCCO)c3ccccc3n2)cc1C	12.9	-2.3	2.7%	-0.9%	-4.9	-8.7%	-2.0	14.0%	-20.1%	-0.2%
Cc1ccccc1N1C(=O)C(Oc2ccc(Cl)cc2)C1CNCC1CCCO1 (configuration not stated)	24.8	-11.6	1.4%	?	-0.2	-13.5%	-3.4	-7.6%	10.5%	-0.7%
COc1ccccc1C1=NOC(C)(c2nnc(Cc3ccccc3)o2)C1 (configuration not stated)	7.0	-0.7	4.4%	2.5%	-3.8	-0.1%	8.6	-4.0%	-0.7%	2.6%

2 compounds drawn at random from those above, as already listed:
SMILES	KCNH2 WT inh	TSHR antagonist	A-T KAP1 phos	ELG1 repair inh	TRPV1 agonist	Eya2 phos inh	KCNH2 3.1 block	TCR act	Mito fusion act	USP2a block
O=C(Nc1ccc2nc(-c3cccnc3)[nH]c2c1)C1CCCCC1	9.8	9.0	-2.5%	-12.5%	0.7	2.6%	14.3	3.5%[46.1 µM]	-1.4%	0.8%
Cc1ccc(CN2CCN(/N=C/c3ccc(C)s3)CC2)c(C)c1	-5.4	-9.1	4.0%	2.0%	2.6	-0.7%	-22.6	3.1%[46.1 µM]	12.9%	5.1%

New compounds follow:
SMILES	KCNH2 WT inh	TSHR antagonist	A-T KAP1 phos	ELG1 repair inh	TRPV1 agonist	Eya2 phos inh	KCNH2 3.1 block	TCR act	Mito fusion act	USP2a block
COc1ccc(Cn2ccnc2SCC(=O)Nc2nnc(C)s2)cc1	-4.2	0.6	1.7%	-1.4%	2.9	-13.6%	1.6	9.9%	-6.3%	0.2%
CCOCCCN1CC(=O)N2[C@@H](Cc3c([nH]c4ccccc34)C2(C)C)C1=O	-9.8	-2.9	-10.0%	-25.7%	3.8	?	1.7	0.2%	6.4%	-3.9%
c1ccc(OCCCCN2CCOCC2)cc1	24.0	-0.4	-0.4%	10.8%	-2.2	-8.3%	-0.5	4.2%	-0.7%	1.0%
Cc1nc(C)c(C(=O)OCC(=O)NCc2ccccc2Cl)s1	-5.4	-7.3	21.7%	?	.	-3.3%	6.4	-3.8%	.	-0.6%
CCc1ccc(CN2CCN(S(=O)(=O)Cc3ccccc3)CC2)cc1	-2.9	4.7	1.2%	-17.7%	13.1	-13.5%	-7.8	-0.6%	-3.9%	0.5%
N#CCCN(C(=O)COC(=O)C1CCN(S(=O)(=O)c2ccc3c(c2)OCCO3)CC1)c1ccccc1	-4.6	-8.7	10.6%	1.0%	-0.9	-6.3%	2.9	-2.1%	-0.5%	-0.2%
O=C1CSC(=S)N1/N=C/c1ccc(O)c([N+](=O)[O-])c1	-3.1	-18.1	-17.8%	5.9%	-16.0	-21.4%	-1.8	-2.4%	-17.9%	-12.1%
CC(C1CC1)N(Cc1ccccc1)C(=O)NC(=O)c1cccc(F)c1 (configuration not stated)	-0.3	8.7	-3.0%	-4.0%	-1.0	2.9%	8.6	-4.7%	-1.5%	-0.9%
CCOC(=O)c1c(C)[nH]c(C)c1C(=O)CSc1nc2ccccc2c(=O)n1-c1ccccc1C	-15.4	7.6	11.5%	23.1µM*	4.7	-4.9%	-8.5	4.3%[46.1 µM]	8.7%	-9.2%
CC1Cc2ccccc2N1C(=O)CSc1nc2ccccc2o1 (configuration not stated)	-7.8	-19.3	6.0%	?	23.5	1.9%	-4.6	-3.1%	5.9%	0.9%
C#CCOCCOCCOCCNc1nc(N2CCN(C(=O)CCCCCCCCCCNC(=O)[C@H](CCCCN)n3cc(CCCC(=O)O)nn3)CC2)nc(N2CCN(C(=O)CCCCCCCCCCNC(=O)[C@@H]([C@H](C)O)n3cc(C)nn3)CC2)n1	.	-2.0	11.8%	-23.7%	0.0	0.6%	.	9.8%	4.8%	2.3%
COc1ccc(CCNC(=O)NC23CC4CC(CC(C4)C2)C3)cc1OC	-8.3	30.1	-3.9%	?	7.1	3.8%	-11.9	-1.8%	-1.5%	-0.2%
CC(C)(C)n1nc2c(c1NC(=O)c1ccc(C(F)(F)F)cc1)CS(=O)(=O)C2	11.7	6.9	3.4%	11.6%	1.9	12.3%	.	2.6%	-0.6%	3.7%
Cc1ccnc(NC(=S)NC(=O)c2cncc(Br)c2)c1	-0.7	6.9	11.0%	?	-2.0	3.0%	.	-1.4%[46.1 µM]	-1.8%	3.1%
CC12CCC(=O)N1C(C(=O)N1CCN(c3ccccc3)CC1)CS2 (configuration not stated)	-3.1	-4.4	-0.1%	4.1%	-0.9	6.6%	9.2	-2.2%	-1.6%	1.5%
COc1ccc(-n2c(Cc3cccn3C)nnc2SCC(=O)N2CCCC2)cc1	4.2	-4.5	0.4%	16.0%	5.7	2.0%	5.0	-0.3%[46.1 µM]	-4.3%	0.6%
